D2 potentiator – positive allosteric modulators of human D2 dopamine receptor; HEK293 T-REx D2, calcium flux, EC20 dopamine potentiation; potentiation, % at 10 µM; hit rate 0.34% among 340,000;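 active = potentiation over 3 SD above the plate norm, cut at about 30% in these data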; note: 0% is about no effect
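Calcium flux readout, no-wash dye, 1 read/s. Inducible HEK293 Trex D2 line, overnight 30 C. Compound alone 180 s (agonist flags), then EC20 dopamine, another 180 s to score potentiation.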
D1 agonist – agonists of human D1 dopamine receptor. P21728. HEK293 T-REx D1 cells, calcium flux, agonist mode. activation, % at 2 µM. hit rate 1% among 360,000. AID 504660; in the data active = activation above about 30%; note: 0% is about no effect
Target sequence (P21728 whole entry, looked up): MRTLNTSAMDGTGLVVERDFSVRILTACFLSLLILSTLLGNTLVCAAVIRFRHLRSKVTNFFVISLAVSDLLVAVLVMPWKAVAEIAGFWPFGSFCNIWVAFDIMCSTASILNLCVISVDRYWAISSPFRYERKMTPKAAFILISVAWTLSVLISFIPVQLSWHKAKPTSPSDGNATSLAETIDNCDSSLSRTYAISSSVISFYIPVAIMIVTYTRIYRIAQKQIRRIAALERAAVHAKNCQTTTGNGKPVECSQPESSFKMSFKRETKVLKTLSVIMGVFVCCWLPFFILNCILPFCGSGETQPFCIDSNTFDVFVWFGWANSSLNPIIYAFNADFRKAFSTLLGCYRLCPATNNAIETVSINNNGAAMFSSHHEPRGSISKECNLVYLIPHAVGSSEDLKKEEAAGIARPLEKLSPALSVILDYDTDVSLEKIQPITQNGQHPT
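Agonism was scored from calcium flux recorded over 180 s (1 read/s) after pintool compound addition, following a 10-cycle baseline. Cells were inducible force-coupled HEK293 TREx D1, plated overnight at 30 C and loaded with no-wash calcium dye.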
D2 antagonist – D2 dopamine receptor (human) antagonism; HEK293 TREx D2 cells, calcium flux, dopamine EC80; inhibition, % at 10 µM; hit rate 2% among 340,000; in the data active = inhibition above about 30%; note: 0% is about no effect
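Calcium mobilization kinetics were recorded at 1 s intervals in tetracycline-induced HEK293 T-REx D2 cells, first for 180 s after compound addition and then 180 s after EC80 dopamine.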
RXFP1 ag – RXFP1 (human) receptor agonism; HEK293T-RXFP1 cAMP TR-FRET, 30 min; response scale: percent of porcine relaxin response, buffer zero; Q9HBX9; hit rate 0.3% among 370,000; Potency, µM (titrated, usually from 57.5 µM), for the others: at the highest dose activation, actives largely listed as activators; active = well fitted activation curve with a large enough effect; note: potency is the fitted concentration of half-maximal effect; % is set by controls: 0 for no effect and ±100 for the full control effect; nearly all actives have a fitted effect of over 60% in size; many of its hits are not listed in these tables
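HEK293T cells stably expressing RXFP1 were pretreated with the PDE4 inhibitor Ro 20174, exposed to compounds for 30 min at 37C, lysed, and cAMP was read by TR-FRET. Data normalized to buffer (basal) and 29 nM porcine relaxin (100%).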
D1 antag – blocks dopamine activation of the human D1 receptor | hit rate 3.2% among 360,000 | HEK293 TREx D1 cells, calcium flux, dopamine EC80; hits give low values | P21728 | activity change, negative = inhibition, % at 10 µM | AID 504652; in the data active = activity change below about -30%; note: % is set by controls: 0 for no effect and ±100 for the full control effect
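Antagonism measured as reduced calcium response to an EC80 dopamine addition following 180 s compound pre-read; cells were inducible HEK293 Trex D1 plated overnight at 30 C, read kinetically at 1 cycle/sec.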
RXFP1 antag – antagonists of human relaxin receptor RXFP1. Q9HBX9. HEK293-RXFP1, relaxin-stimulated cAMP HTRF, 30 min; hits give low values. activity change, negative = inhibition, % at 57.5 µM. hit rate 0.59% among 350,000;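 active = activity change of -60% or lower, but not beyond a set lower limit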; note: % is set by controls: 0 for no effect and ±100 for the full control effect
D2 ag – D2 dopamine receptor (human) agonism; P14416; HEK293 T-REx D2 cells, calcium flux agonist mode; activation, % at 2 µM; hit rate 0.53% among 340,000; AID 485358;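 active = activation over 3 SD above normal in the single-dose calcium agonist read, cut at about 30% in these data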; note: 0% is about no effect
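Agonism scored from kinetic calcium signal (1 read/sec, 180 s) following compound pin transfer, after a 10 s baseline. Cells: HEK293 Trex line expressing inducible D2 receptor coupled to calcium, dye-loaded after overnight culture at 30 C.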
D1 potentiator – human D1 dopamine receptor positive modulation | P21728 | potentiation, % at 10 µM | hit rate 0.036% among 360,000 | HEK293 TREx D1 cells, calcium flux, dopamine EC20 potentiation | AID 504651; in the data active = potentiation above about 30%; note: 0% is about no effect
TRHR enhancer – TRH receptor (human) allosteric enhancement | TRHR cells, fluo-8 calcium fluorescence, EC20 TRH enhancement | enhancement, % at 2 µM | hit rate 0.66% among 360,000 | AID 493056; in the data active = enhancement above about 30%; note: 0% is about no effect
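TRHR-expressing cells loaded with fluo-8 calcium dye were read kinetically (ex 480/em 530) during compound addition, then stimulated with an EC20 of TRH (10 nM final). Enhancement of the Gq-mediated intracellular calcium response was scored.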
An asterisk follows results filed as active; nt = no result given. These rows are one share of the data. The share of hits here may be higher or lower than overall.

SMILES	D2 potentiator	D1 agonist	D2 antagonist	RXFP1 ag	D1 antag	RXFP1 antag	D2 ag	D1 potentiator	TRHR enhancer
Cc1c(NC(=O)c2cnn3c2NC(c2ccco2)CC3C(F)(F)F)c(=O)n(-c2ccccc2)n1C (configuration not stated)	-4	0	7	0.4%	5	-5	1.1	-2	-8
Cc1ccc(C(=O)CCC(=O)Nc2ccccc2C)c(C)c1	12	6	5	-0.3%	16	13	0.0	-6	5
COC(=O)C1(C)NC(c2cccs2)C2C(=O)N(c3ccccc3F)C(=O)C21 (configuration not stated)	3	-1	11	0.1%	0	-5	0.4	-3	3
O=C(O)c1ccc(/C=N/Nc2ccc(C(F)(F)F)cn2)cc1	-22	1	22	-0.8%	-14	-6	-0.7	-10	9
CN(C)c1cc(-c2ccc(F)cc2)oc(=O)c1Cl	2	2	-4	0.5%	-38*	-3	-1.0	-4	-2
COc1ccccc1CCNS(=O)(=O)c1ccc(N2CCCCS2(=O)=O)cc1	3	13	nt	2.1%	-12	1	-1.3	0	0
CC(=O)Nc1ccc(S(=O)(=O)Nc2nnc(C(C)(C)C)s2)cc1	-4	4	-7	-1.8%	-5	7	-1.3	3	-7
CCCc1nnc(SCc2ccc(OC)cc2)n1N	4	2	-3	2.5%	2	-9	0.4	0	-1
CCCCCCSc1cccc(-c2nc3cc(C)ccn3c2NC2CCCCC2)c1	7	5	7	-0.2%	5	nt	-0.8	5	1
Cc1ccc(N2C(=O)N(CC(=O)N3CCCc4ccccc43)C(=O)C2C)cc1 (configuration not stated)	-7	0	-7	2.2%	10	2	0.8	-3	10
O=C1CC(C(=O)N(c2cccc(F)c2)C(C(=O)NC2CCCC2)c2ccccn2)CS1 (configuration not stated)	10	8	4	3.1%	-6	-2	-0.1	-5	1
CCOC(=O)c1cccc(NS(=O)(=O)c2ccc3[nH]c4c(c3c2)CCCC4)c1	-15	2	nt	-0.8%	9	-6	nt	-2	-6
COc1ccc(C(=O)NC2CC2)cc1OC1CCN(Cc2cnn(C)c2C)CC1	-3	0	-1	-0.3%	-27	3	0.9	-9	7
Cc1ccccc1NC(=O)c1c(NC(=O)Cc2ccccc2)sc2c1CCC2	9	1	nt	9.5%	8	-4	-0.8	0	3
CCC(=O)N1CCCc2cc(S(=O)(=O)N3CCN(c4ncccn4)CC3)ccc21	4	2	31*	-0.4%	9	-39	0.4	nt	2
CCOc1cccc2cc(C(=O)OCC(=O)Nc3c(C)cccc3CC)c(=O)oc12	-6	2	18	7.2%	30	-13	-1.2	-3	3
COc1cccc(NC(=O)C(OC(=O)c2ccc([N+](=O)[O-])o2)c2ccccc2)c1 (configuration not stated)	11	0	-6	0.1%	6	3	-0.5	0	-4
N#C/C(=C(/O)CSc1ccccn1)c1nc2ccccc2s1	9	12	-15	2.4%	-11	1	6.2	-2	1
COc1ccccc1NC(=O)C(=O)NCC(c1cccnc1)N1CCc2ccccc2C1 (configuration not stated)	0	1	nt	-2.9%	7	-14	-1.0	-2	12
Clc1ccc(Nc2ccc(NCc3ccccc3)nn2)cc1	nt	14	nt	1.9%	-25	-2	nt	-5	-2
NNc1nc2ccc(F)cc2s1	1	2	1	-0.2%	2	nt	-0.4	-5	0
Cn1c(=O)n(C)c2cc([N+](=O)[O-])c(N3CCN(C(=O)c4ccccc4Br)CC3)cc21	11	2	2	4.0%	-10	3	0.3	-10	-6
O=C(CSc1nc2c([nH]c3ccccc32)c(=O)n1-c1ccc(F)cc1)N1CCCCCC1	4	1	nt	-1.7%	13	nt	1.2	-1	1
Cc1ccccc1NC(=O)Cc1c[nH]c2ccccc12	nt	5	nt	1.0%	-16	13	nt	4	1
CCn1c(=O)c2cc(C(=O)N(CCCOC(C)C)Cc3ccco3)sc2c2ccccc21	2	7	nt	6.2%	7	nt	-0.6	-1	4
Cc1ccc(C2(C)NC(=O)N(CC(=O)NNC(=O)c3ccoc3C)C2=O)cc1 (configuration not stated)	4	0	-17	0.4%	2	-2	0.3	5	8
O=C(C1=C[C@H](C2CCCCC2)C[C@H](OCc2ccc(CO)cc2)O1)N1CCOCC1	6	9	3	1.4%	7	nt	-0.5	-2	30
Cc1nc(-c2cccc(NS(=O)(=O)c3cccc4ccccc34)c2)cs1	10	5	-11	-0.5%	-16	14	-0.8	-10	6
Cc1cccc2sc(N(Cc3cccnc3)C(=O)COc3ccccc3)nc12	-10	15	nt	0.8%	nt	-3	28	0	-3
COC(=O)c1c(C)[nH]c(C(=O)C(C)OC(=O)C2CC2)c1C (configuration not stated)	2	2	8	0.8%	14	1	-0.1	-3	2
CC(C)N1CCN(S(=O)(=O)c2ccccc2)CC1	1	-2	1	-0.6%	35	6	1.6	-4	-4
CCOC(=O)c1c(-c2cccc([N+](=O)[O-])c2)cn2ccccc12	nt	4	nt	0.7%	-13	-10	nt	-7	0
Cc1ccccc1NC1=NC(=S)N(c2ccccc2)C12CCOC(C)(C)C2 (configuration not stated)	-14	22	-7	0.5%	3	0	0.0	-3	3
N#Cc1cc(-c2ccccc2)nc(NN)n1	10	3	-18	3.4%	-12	-1	0.5	-3	48*
CCOC(=O)C(NC(=O)c1ccccc1)(Nc1cccc(C)n1)C(F)(F)F (configuration not stated)	nt	0	3	0.1%	13	-12	0.9	1	-8
c1ccc(-c2noc(-c3cccnc3NCc3ccco3)n2)cc1	0	12	nt	1.5%	2	nt	-1.6	2	2
Cc1nn(-c2ccccc2)c(N)c1N=O	-3	3	-7	4.6%	-4	-2	0.6	-5	-2
CC(C)Nc1nc(NC(C)C)nc(Nn2cnnc2)n1	1	1	-9	0.5%	11	7	1.5	11	0
COc1ccc(OC)c(NC(=O)CN2C(=O)CC(c3ccco3)Sc3ccccc32)c1 (configuration not stated)	5	2	nt	-0.7%	-3	nt	0.4	-3	-1
CC(C)(C)NC(=O)CCN(/N=C/c1ccc([N+](=O)[O-])o1)C1=NS(=O)(=O)c2ccccc21	10	6	-4	1.2%	14	3	0.1	-1	2
O=C1c2cccc3cccc(c23)C(=O)N1CCCCCc1n[nH]c(=S)o1	5	0	5	6.1%	3	-10	-0.8	1	11
Cc1ccc(S(=O)(=O)N2CCC(C(=O)OCC(=O)N(C)CC(=O)Nc3ccc(F)cc3)CC2)cc1C	1	5	7	-0.1%	-6	17	-1.4	-5	-7
Cc1cc(C)nc(Nc2ncc(O)n2-c2ccc(C)c(C)c2)n1	-2	2	-5	-0.1%	0	7	-1.8	11	-2
CCOC(=O)CN1C(=O)C(O)(C2CCc3ccccc3C2=O)c2ccccc21 (configuration not stated)	26	1	-15	2.9%	-17	4	0.1	12	-1
Cc1ccn2c(-c3csc(NCc4ccccc4)n3)c(C)nc2c1	13	8	4	0.5%	-33*	-25	2.1	-17	-5
CCOC(=O)c1sc2ncn(/N=C/c3cccnc3)c(=O)c2c1C	1	4	14	-1.1%	-18	6	-0.9	-1	2
O=C(CCN1CCN(c2ccccc2)CC1)Nc1ccc(Cl)cc1	-1	0	-12	-0.7%	6	7	0.4	3	0

High-throughput results: PubChem, National Center for Advancing Translational Sciences (NCATS)
